Screening results from PubChem BioAssay.
PhoP GFP inhibition – PhoP regulon inhibitors, Salmonella typhi PhoP promoter GFP reporter, confirmatory (AID 1850). Salmonella Typhi PhoP-promoter GFP reporter, fluorescence, 4 h; higher % means a stronger effect. hit rate 0.33% among 310,000. inhibition, % at 50 µM; hits with a dose series show IC50 in µM; in the data active = a potency from the dose series; inconclusive = inhibition mostly from about 25% at the one dose, without a potency; inactive = the rest, 99 in 100 with inhibition below about 19%;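 also: 0% = induced wells with vehicle and 100% = uninduced wells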
inhibitors of VEEV – inhibitors of VEEV TC-83 cytopathic effect, confirmation, Vero cells (AID 588727) | Vero cells, VEEV TC-83 cytopathic effect inhibition; higher % means a stronger effect | one-dose inhibition, % at 20 µM; IC50 in µM for titrated hits | hit rate 0.13% among 350,000; in the data active = a potency from the dose series; inconclusive = inhibition mostly from about 14% at the one dose, without a potency; inactive = the rest, 99 in 100 with inhibition below about 12%; also: strong numbers were not always called active
tuberculosis growth – growth inhibition of non-replicating M. tuberculosis (AID 488890). Mycobacterium tuberculosis non-replicating, growth inhibition; higher % means a stronger effect. inhibition, % at 25 µM, or IC50 in µM where a hit was titrated. hit rate 0.39% among 320,000; in the data active = a potency from the dose series; inconclusive = inhibition mostly from about 82% at the one dose, without a potency; inactive = the rest, 99 in 100 with inhibition below about 76%;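 also: plate controls were DMSO cells for no effect and high antibiotic wells for full effect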
H37Rv inhibition – M. tuberculosis growth inhibition, HTS (AID 449762). hit rate 0.59% among 330,000. one-dose inhibition, % at 25 µM; IC50 in µM for titrated hits. M. tuberculosis H37Rv growth inhibition, 7H9 media; higher % means a stronger effect; in the data active = a potency from the dose series; inconclusive = inhibition above about 70% without an active follow-up result;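 also: bacterial growth assessed after seven days of incubation; strong numbers were not always called active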
influenza NS1A – H1N1 influenza NS1A inhibitors, functional cell based assay (AID 504329); NS1A functional cell-based assay, percent inhibition; higher % means a stronger effect; inhibition, % at 12.5 µM, or IC50 in µM where a hit was titrated; hit rate 0.3% among 340,000; in the data active = a potency from the dose series; inconclusive = inhibition above about 27% without an active follow-up result; also: strong numbers were not always called active
inhibitors of VEEV 10K pilot screen – second read-out of inhibitors of VEEV, no call of its own (marks repeat the call); inhibition, %; measured here: 10K pilot screen inhibition
An asterisk follows results filed as active; i = inactive; ? = inconclusive; / = not tested or not shown. The order is random; about 1.5% have a hit in one of these screens.

A first look:
SMILES	PhoP GFP inhibition	inhibitors of VEEV	tuberculosis growth	H37Rv inhibition	influenza NS1A	others
CC(C)c1nnc(NC(=O)CCC(=O)NC2CC2)s1	10%	2.1%	2%	6%	-3%
O=C(CN(CC1CCCO1)C(=O)CNS(=O)(=O)c1ccc(F)cc1)NCCc1ccccc1 (centres undefined)	8%	0.7%	1%	2%	-4%

The whole of this part, from the start:
SMILES	PhoP GFP inhibition	inhibitors of VEEV	tuberculosis growth	H37Rv inhibition	influenza NS1A	others
CC(C)c1nnc(NC(=O)CCC(=O)NC2CC2)s1	10%	2.1%	2%	6%	-3%
O=C(CN(CC1CCCO1)C(=O)CNS(=O)(=O)c1ccc(F)cc1)NCCc1ccccc1 (centres undefined)	8%	0.7%	1%	2%	-4%
Cc1nn(C)cc1-c1n[nH]c(=S)n1-c1ccc(Cl)cc1	-1%	1.6%	-9%	-8%	-8%
O=C(Nc1nc(-c2ccc3c(c2)OCCO3)cs1)C1CCCC1	11%	5.5%	38%	1%	-9%
C/C(=N/Oc1nc(C)cc(C)n1)c1ccccc1	-15%	1.6%	/	-8%	3%
Cc1ccccc1NC(=O)NCCCCc1ccccc1	-3%	4.9%	24%	-3%	4%
Cc1cc(/C=N/O)c(C)n1-c1ccccc1	-10%	0.7%	3%	-3%	16%
COc1ccc2c(c1)C(=NO)c1cc(OC)ccc1-2	11%	i	/	-5%	15%
COc1cccc(CC2CC(=O)N(CCc3ccc4c(c3)OCO4)C2=O)c1 (centres undefined)	-6%	8.1%	6%	-4%	-5%
CCCN1CCN(S(=O)(=O)c2ccc(-c3cc(C)no3)s2)CC1	4%	2.4%	-6%	-4%	4%
Fc1cc2[nH]c(=S)[nH]c2c(Br)c1N1CCSCC1	0%	4.8%	-6%	3%	-1%
COc1cc(-c2nnc(COC(=O)CSCC(=O)Nc3cc(C)on3)o2)cc(OC)c1OC	3%	8.7%	-2%	-4%	-5%
CC1(C(=O)OCC(=O)NNC(=O)COc2ccc(Cl)cc2)CC1(Cl)Cl (centres undefined)	3%	3.4%	-12%	-1%	-8%
CCOC(=O)c1c(C)nn(-c2ncccc2NC(=O)CCC(=O)O)c1C	-6%	i	-19%	-4%	/
Cc1ccc2cccc(O)c2[n+]1[O-]	2%	i	32%	-8%	11%	inhibitors of VEEV 10K pilot screen=1.4
Cc1ccc(N2CC(C(=O)Nc3ccc(S(=O)(=O)N4CCOCC4)cc3)CC2=O)cc1 (centres undefined)	13%	i	14%	5%	-1%
C=CCN1C(=O)c2ccc(C(=O)N3CCC(C(=O)OCC)CC3)cc2C1=O	/	0.9%	/	/	-7%
C#CCN1c2ccccc2Sc2cccnc21	-4%	i	-12%	-3%	-8%
CCOc1ccccc1N1CC(C(=O)NNC(=O)c2cc(OC)c(OC)c(OC)c2)CC1=O (centres undefined)	/	1.1%	-5%	3%	-5%
CCOc1ccccc1N(CC(=O)NCC1CCCO1)C(=O)CNS(=O)(=O)c1ccccc1 (centres undefined)	-2%	0.8%	-13%	5%	2%
O=C1CCCN1CCCNc1ccc(S(=O)(=O)N2CCCCC2)cn1	7%	1.8%	-1%	-9%	15%
COC(=O)C1=C(O)/C(=C\c2ccc(CNS(=O)(=O)c3ccccc3)o2)N=C1C	-7%	1.6%	3%	-22%	3%
Cc1ccc2c(c1)cc(C(=O)NCc1ccccc1)n2C	-8%	18µM*	23%	11%	4%
CC(=O)Nc1cccc(NC(=O)CCCC(=O)O)c1	-1%	1.4%	-8%	-8%	1%
CC12CCC(C/C1=N/O)C2(C)CBr (centres undefined)	-1%	1.2%	-3%	-3%	-22%
C=CCn1c(=O)c2ccccc2n2c(SCc3nc4ccccc4s3)nnc12	-6%	7.2%	7%	-8%	-2%
C=C1C2C[C@H](O)C(C)(C)[C@@]2(O)[C@H](O)C[C@]23C[C@@](C)(O)[C@H](CC[C@H]12)[C@H]3O (some centres undefined)	2%	0.9%	-16%	-5%	5%
CCN1/C(=C2/SC(=S)N(NC(C)=O)C2=O)Sc2ccc(Cl)cc21	-16%	1.5%	24%	-1%	-6%
Cc1ccc(NC(=O)N(Cc2nc3ccccc3c(=O)[nH]2)Cc2cccs2)cc1	-8%	8.5%	39%	52%	-6%
Cc1ccc(N=Nc2cc(C)ccc2O)c(C)c1	2%	1.5%	30%	-1%	5%

Among those listed so far, these have fluorine:
SMILES	PhoP GFP inhibition	inhibitors of VEEV	tuberculosis growth	H37Rv inhibition	influenza NS1A	others
O=C(CN(CC1CCCO1)C(=O)CNS(=O)(=O)c1ccc(F)cc1)NCCc1ccccc1 (centres undefined)	8%	0.7%	1%	2%	-4%
Fc1cc2[nH]c(=S)[nH]c2c(Br)c1N1CCSCC1	0%	4.8%	-6%	3%	-1%

(cont.)
SMILES	PhoP GFP inhibition	inhibitors of VEEV	tuberculosis growth	H37Rv inhibition	influenza NS1A	others
CCCCNC(=O)CCNS(=O)(=O)c1ccc(Br)cc1	6%	0.1%	-4%	-13%	0%
CCn1c(=O)n(CC)c2cc(N3CCCC3)c(NC(=O)c3cccc(OC)c3)cc21	-7%	10%	21%	58%	2%
O=C(NCCCn1ccnc1)c1ccc2nccnc2c1	-5%	0.1%	6%	-15%	21%
CCOC(=O)CSc1nc2ccc(S(=O)(=O)N3CCOCC3)cc2[nH]1	5%	4.9%	-4%	3%	-2%
COc1ccccc1-n1cc(-c2ccc(Br)cc2)[nH]c1=S	0%	i	11%	6%	3%
CC1(C)OC(C(O)(c2ccccc2)c2ccccc2)[C@@H](C(O)(c2ccccc2)c2ccccc2)O1 (some centres undefined)	8%	3.0%	14%	2%	-3%
O=C(CSc1nncn1-c1ccccc1)NCc1cccs1	2%	2.3%	-2%	-2%	12%
CCOc1cc(CNC(C)(C)C)ccc1OCC(=O)Nc1cccc(C(F)(F)F)c1	0%	i	20%	13%	-8%
CC(C)(C)NC(=O)C(Cc1ccccc1)NS(=O)(=O)c1cccc2nsnc12 (centres undefined)	-6%	4.6%	-2%	4%	-2%
CN(C)c1ccc(S(=O)(=O)NCC(=O)OCC(=O)NC(=O)C2CCCCC2)cc1[N+](=O)[O-]	/	i	-25%	-5%	7%
CC1N(C(=O)N2CCOCC2)CCN1S(=O)(=O)c1ccc(Cl)cc1 (centres undefined)	-7%	0.1%	-20%	-2%	10%
COC(=O)c1ccc(CNC(=O)COC(=O)/C=C/c2ccc(O)c(OC)c2)cc1	/	1.5%	20%	9%	-1%
COc1ccc(C(=O)Nc2nc3ccccc3s2)cc1	-2%	5.3%	26%	12%	19%
CCN(C(=O)COC(=O)c1cc(C)n(C2CC2)c1C)c1ccccc1	/	2.7%	27%	6%	-4%
COc1ccc(NS(=O)(=O)c2cc3c(cc2C)N(C)CCO3)cc1	-2%	4.0%	-2%	-2%	4%
O=C(COC(=O)CC1SC(N2CCCC2)=NC1=O)Nc1c(F)c(F)c(F)c(F)c1F (centres undefined)	/	0.4%	-29%	-7%	5%
COc1cc(/C=C/C(=O)O)cc(S(=O)(=O)N2CCc3ccccc3C2)c1OC	-18%	2.5%	2%	-8%	-6%
c1ccc(-c2nc3ccccc3o2)nc1	-4%	1.1%	13%	-2%	-1%
O=C(Nc1ccc(F)cc1)N1CC2CC(C1)c1cccc(=O)n1C2 (centres undefined)	-9%	5.7%	-22%	-7%	7%
Cc1ccc(-n2c(SCC(=O)Nc3ccc4c(c3)OCO4)nnc2-c2ccccn2)cc1	-8%	i	-7%	9%	2%
O=C(NCCc1c[nH]c2ccccc12)c1ccc(S(=O)(=O)NCc2ccco2)cc1	-13%	6.0%	47%	/	1%
CCCCn1c(N)c(N(CC)C(=O)c2cc(CC)c(C)s2)c(=O)[nH]c1=O	1%	1.9%	6%	4%	-6%
CC1=C(C/C=C(\C)CCCC(C)CCCC(C)CCCC(C)C)C(=O)c2ccccc2C1=O (centres undefined)	-7%	0.8%	3%	-1%	5%
C/C(=N\Nc1ccc(Cl)c(Cl)c1)c1ccc(-n2ccnc2)cc1	3%	6.0%	38%	66µM*	4%
COc1ccc(-c2nnc(SCC(=O)N3CCCc4ccccc43)o2)cc1OC	0%	3.9%	-12%	1%	-10%
Cc1ccc(-n2c(SCC(=O)Nc3cccc(S(N)(=O)=O)c3)nc3ccccc32)cc1	-4%	2.2%	0%	4%	9%
Cc1ccc(CN2CC(C(=O)NCCCn3nc(C)cc3C)CC2=O)cc1 (centres undefined)	/	i	/	/	-3%
Cc1[nH]c2ccccc2c1C(=O)NS(=O)(=O)Nc1ccc(F)cc1	3%	0.8%	-3%	1%	2%
Cc1cccc(N(C(=O)CNC(=O)c2ccco2)C(C(=O)NC2CCCC2)c2cccnc2)c1C (centres undefined)	12%	0.1%	-3%	-1%	-12%
O=C(CC(=O)Nc1ccc(Cl)cc1Cl)Nc1ccc(Cl)cc1Cl	-13%	0.1%	-9%	1%	-9%
C/C(=C\c1ccccc1F)C1Nc2cccc3cccc(c23)N1	/	2.9%	21%	33%	17%
CC1(C)Cc2ccccc2-c2nnc(-c3ccccn3)n21	-5%	i	-5%	-8%	-9%
COc1ccc(COc2cc(-c3cccc(OC)c3)nc3ccc(NC(=O)c4ccc(Cl)cc4)cc23)cc1	-3%	12%	19%	56%	6%
CCCOc1cccc(C(=O)N/N=C/c2ccoc2)c1	10%	1.9%	20%	5%	34%
COc1ccccc1C(=O)NCc1ccc(-c2nc3ccccc3s2)cc1	-6%	2.4%	13%	15%	3%
O=C(Cn1nc(-c2ccccc2)oc1=O)OCC(=O)c1ccc(F)c(F)c1	/	i	1%	-2%	-6%
CC(C)(C)OC(=O)[C@H](Cc1ccccc1)NC(=O)c1nc[nH]c1C(=O)N[C@@H](Cc1ccccc1)C(=O)OC(C)(C)C	-15%	10%	41%	4%	-1%
O=C(NN1C(=O)c2ccccc2C1=O)C1CCCCC1	10%	i	-1%	-3%	0%
CC1(C)CC(=O)C(CC2=C(N)CC(C)(C)CC2=O)=C(N)C1	-3%	0.3%	-4%	-3%	-19%
COc1ccccc1Nc1ccc(C(=O)NC2CCCCC2)cn1	-6%	3.6%	53%	-2%	-5%
COC(=O)C(C)n1cnc2c(nnn2-c2ccc(C)cc2)c1=O (centres undefined)	-2%	0.2%	-14%	-11%	30%
CCOC(=O)N1CCN(Cc2nc3cc(NC(=O)c4cccs4)ccc3n2CC)CC1	-5%	9.2%	17%	6%	-4%
CCCn1c(CN2CCN(c3cccc(Cl)c3)CC2)nc2c1c(=O)n(C)c(=O)n2C	3%	i	39%	-3%	4%
COc1ccc(Br)c(C(=O)OCC(=O)NC2CC2)c1	/	0.1%	-8%	-14%	-7%
O=C(COC(=O)c1cc(S(=O)(=O)N2CCCC2)ccc1O)Nc1ccc(F)cc1F	/	i	3%	5%	-6%
O=C(CSc1nc2ccccc2c(=O)n1CC1CCCO1)Nc1ccccc1 (centres undefined)	1%	4.0%	2%	4%	5%
CCCN(CC1CC1)C(=O)CSc1nnc(-c2ccco2)n1N	12%	/	16%	7%	/
Oc1ccccc1-c1cncn1Cc1ccccc1	-6%	0.3%	8%	13%	-3%
Cc1ccc(-c2csc(/C(C#N)=C/Nc3ccc4c(c3)OCCO4)n2)cc1	3%	1.3%	13%	7%	-6%
Cc1ccc(N2C(=O)CC(NCC3CCCO3)C2=O)cc1 (centres undefined)	0%	1.5%	-10%	-7%	-9%
NS(=O)(=O)c1ccc(CCNC(=O)c2ccc3nc4ccc(Cl)cc4c(=O)n3c2)cc1	-3%	9.3%	?	?	-19%
CC(C)(C)C(=O)Nc1cc2c3c(c1)CCC(=O)N3CCC2	16%	2.4%	1%	3%	1%
COc1ccc(C(=O)c2sc(Nc3ccc(NC(C)=O)cc3)nc2C)cc1	-4%	1.4%	-5%	4%	-2%
O=C(CSc1nnc2ccccn12)NC(=O)c1ccccc1Cl	/	0.3%	7%	6%	-1%
C=CCN=C1CC(C)(C)CC(=O)/C1=C(/O)CCC(=O)OC	-5%	6.9%	-20%	/	-4%
Cc1c(C(=O)Nc2cccc(N(C)S(C)(=O)=O)c2)cccc1[N+](=O)[O-]	3%	5.8%	-2%	1%	-9%
COc1ccc(NC(=O)Cc2cccs2)c(OC)c1	6%	0.4%	-6%	-9%	-4%
O=C(CCn1c(=O)oc2ccccc21)NCc1cccs1	-6%	0.1%	4%	2%	2%
FC(F)(F)c1cc(NCc2cccs2)n2ncnc2n1	14%	2.1%	-12%	-3%	5%

At a glance, part of the list above.
SMILES	PhoP GFP inhibition	inhibitors of VEEV	tuberculosis growth	H37Rv inhibition	influenza NS1A	others
O=C(CCn1c(=O)oc2ccccc21)NCc1cccs1	-6%	0.1%	4%	2%	2%
FC(F)(F)c1cc(NCc2cccs2)n2ncnc2n1	14%	2.1%	-12%	-3%	5%
